Mtb BioA inh – M. tuberculosis BioA enzyme inhibitors, primary screen, biochemical, plate reader, single point, HTS; inhibition, % at 9.99 µM; 360,000 tested, 0.096% active; 7,8-diaminopelargonic acid synthase BioA (Mycobacterium tuberculosis); AID 602481, 2012; purified M. tuberculosis BioA enzyme; in the data active means inhibition above about 40%; inconclusive means no clear call, values can overlap the other calls
Mtb UGM inh – M. tuberculosis UGM enzyme inhibitors, primary screen, biochemical, fluorescence polarization, single point. AID 504406, 2011. 320,000 tested, 0.06% active. purified UGM, fluorescence polarization probe displacement. inhibition, % at 10 µM; in the data active means inhibition above about 10%, passing the limit was not always enough; inconclusive means no clear call, values can overlap the other calls
Target sequence (P9WIQ1 whole entry, looked up): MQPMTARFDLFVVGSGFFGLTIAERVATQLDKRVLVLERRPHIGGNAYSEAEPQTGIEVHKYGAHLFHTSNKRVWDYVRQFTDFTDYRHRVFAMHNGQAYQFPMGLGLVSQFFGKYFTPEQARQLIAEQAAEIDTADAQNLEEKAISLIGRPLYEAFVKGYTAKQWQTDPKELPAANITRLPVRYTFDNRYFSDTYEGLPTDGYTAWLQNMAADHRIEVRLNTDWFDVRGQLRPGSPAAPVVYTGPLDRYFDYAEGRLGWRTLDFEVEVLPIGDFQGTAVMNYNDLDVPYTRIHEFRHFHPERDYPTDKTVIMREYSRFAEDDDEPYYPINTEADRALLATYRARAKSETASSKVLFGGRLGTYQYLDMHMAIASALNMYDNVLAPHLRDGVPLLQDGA
GDH-TPI counter – GDH-TPI coupling enzyme inhibitors, primary screen, artefact control for M. tuberculosis FBA inhibitor project, biochemical, absorbance, full deck; inhibition, % at 4.8 µM; GDH-TPI coupled enzyme counterscreen, NADH absorbance; AID 588335, 2011; 360,000 tested, 1.2% active;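 further: 0% = DMSO wells and 100% = wells lacking the enzyme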
Mtb FBA inh – Mtb FBA enzyme inhibitors, primary screen, biochemical, fluorescence, strain H37Rv | Fructose-bisphosphate aldolase (Mycobacterium tuberculosis (strain ATCC 25618 / H37Rv)), … | purified M. tuberculosis FBA, fluorescence read-out | 360,000 tested, 2.3% active | AID 588726, 2011 | inhibition, % at 1 µM; in the data active means inhibition above about 27%;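 further: 0% = vehicle and 100% = reference inhibitor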
Target sequence (P9WQA3 whole entry, looked up): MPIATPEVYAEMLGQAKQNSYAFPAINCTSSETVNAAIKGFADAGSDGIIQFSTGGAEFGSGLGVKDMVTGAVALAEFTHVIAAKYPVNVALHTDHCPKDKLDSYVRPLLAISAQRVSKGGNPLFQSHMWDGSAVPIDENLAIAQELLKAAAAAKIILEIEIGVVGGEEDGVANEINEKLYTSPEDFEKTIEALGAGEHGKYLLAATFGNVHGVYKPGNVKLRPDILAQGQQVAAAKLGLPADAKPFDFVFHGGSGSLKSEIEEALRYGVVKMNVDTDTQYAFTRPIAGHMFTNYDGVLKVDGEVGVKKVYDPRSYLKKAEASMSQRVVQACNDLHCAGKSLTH
BoNT F protease – BoNT/F light chain protease inhibitors, primary screen, biochemical, flow cytometry, MLPCN library; Multiplex microsphere protease cleavage assay; inhibition, % at 10 µM; 360,000 tested, 0.22% active; AID 588497, 2011; in the data active means inhibition above about 35%, passing the limit was not always enough; inconclusive means no clear call, values can overlap the other calls; further: plate controls were buffer without enzyme for full effect and enzyme alone for no effect
CCHFV vOTU inh – CCHFV vOTU protease inhibitors, primary screen, biochemical, Pep-AMC substrate, fluorescence. 370,000 tested, 0.55% active. inhibition, % at 11.5 µM. Crimean-Congo hemorrhagic fever virus L polyprotein viral ovarian tumor (vOTU) protease …; further: 0% = vehicle wells with enzyme and 100% = no enzyme wells
FadD28 FP inh – inhibitors of FadD28 bisubstrate probe binding, primary screen, biochemical, fluorescence polarization, single point. inhibition, % at 12.5 µM. 360,000 tested, 0.22% active. Mycobacterium tuberculosis FadD28 fatty-acid-AMP ligase. AID 588549, 2011; in the data active means inhibition above about 8.5%, passing the limit was not always enough; inconclusive means no clear call, values can overlap the other calls
PrPC surface inh – inhibitors of human cell surface prion protein PrPC, primary screen, cell-based, TR-FRET. inhibition, % at 13.8 µM. 370,000 tested, 0.43% active. TR-FRET read-out; in the data active means inhibition above about 24%; further: 0% = median of the test wells and 100% = reference compound wells
BoNT A protease – BoNT/A light chain protease inhibitors, primary screen, biochemical, flow cytometry, MLPCN library; 360,000 tested, 0.17% active; multiplex microsphere protease substrate cleavage; Botulinum neurotoxin type A light chain protease (Clostridium botulinum A str. ATCC 3502); inhibition, % at 10 µM; in the data active means inhibition above about 30%; inconclusive means no clear call, values can overlap the other calls; further: plate controls were buffer without enzyme for full effect and enzyme alone for no effect
The depositor's hits bear a star; u = inconclusive; x = not tested or not shown; + = active, no number. Unless noted, no stated cut-off is given here; in the data, active means inhibition above about 30%; inactive means the rest.

Results follow in this order: Mtb BioA inh	Mtb UGM inh	GDH-TPI counter	Mtb FBA inh	BoNT F protease	CCHFV vOTU inh	FadD28 FP inh	PrPC surface inh	BoNT A protease
[1] O=C(O)Cc1c(-c2ccccc2)c2cc(Cl)ccc2[nH]c1=O
→ x	0.2	6	0	2	2	-2.9	-6	2.6
[2] O=C(NCc1ccccc1)N[C@@H](Cc1c[nH]c2ccccc12)C(=O)O
→ 0.3	2.3	-4	4	24	22	0.7	0	0.3
[3] CCCOP(=O)(c1ccc(N(C)C)cc1)C(O)c1ccc(N(C)C)cc1 (stereo not drawn)
→ 0.9	0.7	6	1	-8	20	-1.1	-4	0.5
[4] CCN(C(=O)CN1C(=O)NC(c2ccccc2)(c2ccccc2)C1=O)c1ccccc1
→ 0.0	4.4	-7	-6	3	10	-3.1	-14	-2.1
[5] CCCCN1C(=O)C(CC(=O)NC2CC2)CC(C(=O)N(CC)CC)=C1C (stereo not drawn)
→ -1.4	x	-8	0	-6	-2	-3.4	0	-0.8
[6] Cc1nnc(NC(=O)/C=C/c2ccco2)s1
→ x	2.5	21	-5	6	20	-4.1	-14	0.1
[7] CC(C)c1ccc(C(=O)NC(=S)Nc2ccc3[nH]c(=O)[nH]c3c2)cc1
→ x	-0.8	8	-1	8	-3	-0.2	9	-1.0
[8] Cc1ccc(S(=O)(=O)CC(=O)Nc2cccc(C)n2)cc1
→ 0.2	0.2	-6	-1	0	0	-2.9	6	0.6
[9] N#CCc1ccc(OC(=O)c2cccnc2Cl)cc1
→ -0.1	1.3	2	-1	-3	-7	0.4	2	0.4
[10] O=[N+]([O-])c1ccc(C[n+]2c(-c3ccccc3)cc(-c3ccccc3)cc2-c2ccccc2)cc1
→ 59*	-2.1	-11	67*	-4	-6	-1.6	-30	-0.5
[11] CC1=C(C(=O)OC(C)C)C(c2cccnc2)n2ncnc2N1 (stereo not drawn)
→ -0.8	1.7	4	1	-4	-2	-0.5	-3	0.2
[12] O=C(CCCN1C(=O)S/C(=C\c2ccccc2)C1=O)NNC(=O)c1ccccc1O
→ x	-0.7	13	-6	4	-15	-2.7	-7	-0.9
[13] COc1ccc(C2=Nc3nc(-c4ccccc4)cn3C(c3ccc(OC)cc3)C2)cc1 (stereo not drawn)
→ x	x	5	14	0	-6	-1.4	-8	1.5
[14] Clc1ccc(-n2cnnn2)cc1
→ -1.0	-2.2	2	0	4	1	-0.9	-6	1.2
[15] COc1ccc(C(=O)CCC(=O)N2CCN(c3ccc(N4CCOCC4)nn3)CC2)cc1
→ 1.5	-1.8	8	14	6	-19	0.5	-5	-0.6
[16] NC(=S)N/N=C1\CC(c2ccc3c(c2)OCCO3)Oc2ccc(F)cc21 (stereo not drawn)
→ x	2.7	40*	-2	u	6	-1.3	-7	-5.7
[17] Cc1cccc(N2CCN(S(=O)(=O)c3ccc4c(c3)CCCN4C(=O)C3CCC3)CC2)c1C
→ 0.6	1.7	14	2	5	-16	-0.2	5	-0.8
[18] Cc1nnsc1C(=O)Nc1cccc(Cl)c1C
→ -0.6	-2.3	-7	-1	-2	12	-2.1	-7	-0.7
[19] CCOC(=O)Cc1csc(NC(=S)NC(=O)c2cccc([N+](=O)[O-])c2)n1
→ x	1.4	19	-3	0	8	1.3	-11	0.1
[20] COC(=O)C1=C(N)Oc2cc(C)[nH]c(=O)c2C1c1cccnc1 (stereo not drawn)
→ -0.6	-1.5	-9	0	11	8	-0.2	-1	0.6

Overlap with the part before: two compounds, then new ones.
Results follow in this order: Mtb BioA inh	Mtb UGM inh	GDH-TPI counter	Mtb FBA inh	BoNT F protease	CCHFV vOTU inh	FadD28 FP inh	PrPC surface inh	BoNT A protease
[19] CCOC(=O)Cc1csc(NC(=S)NC(=O)c2cccc([N+](=O)[O-])c2)n1
→ x	1.4	19	-3	0	8	1.3	-11	0.1
[20] COC(=O)C1=C(N)Oc2cc(C)[nH]c(=O)c2C1c1cccnc1 (stereo not drawn)
→ -0.6	-1.5	-9	0	11	8	-0.2	-1	0.6
[21] O=C(c1cccc(S(=O)(=O)N2CCCCC2)c1)N1CCN(c2ccccc2)CC1
→ 0.5	0.1	-6	-1	-3	-10	-3.1	3	0.1
[22] CCOc1ccc(N(C(=O)c2snc(C(N)=O)c2N)C(C(=O)NC2CCCC2)c2ccncc2)cc1 (stereo not drawn)
→ -1.0	1.0	16	0	6	10	0.3	-7	1.0
[23] Cc1nnc(NCc2cccc(Cl)c2)c2ccccc12
→ 1.2	0.4	4	0	-16	-14	-7.1	1	-2.6
[24] Cn1c(-c2ccc(Br)cc2)cnc1NCc1ccc(C#N)cc1
→ 4.4	0.2	3	6	-12	0	1.5	4	-1.6
[25] CC(=O)Oc1ccc2c(=O)c(N3C(=O)c4ccccc4C3=O)c(C)oc2c1C
→ x	1.2	1	6	-3	-2	-0.7	1	0.5
[26] Nc1nc2nc(-c3ccc(Cl)cc3)cc(C(F)(F)F)n2n1
→ x	-0.5	1	+	-3	x	0.9	x	2.8
[27] CC(C)(C)n1nnnc1C(c1cccc(C#N)c1)N1CCCCCC1 (stereo not drawn)
→ 0.4	2.6	9	1	21	12	-0.7	3	0.0
[28] Nc1nonc1-n1nnc(C(=O)N/N=C/c2c(Cl)cccc2Cl)c1CN1CCOCC1
→ 1.9	-0.2	-3	2	-6	0	-2.1	-1	0.4
[29] C=CCn1c(SCc2cc(=O)n3cc(C)ccc3n2)nnc1-c1ccc(F)cc1
→ x	3.0	11	2	-9	-17	-1.8	-11	-0.4
[30] Cn1c(-c2ccccc2)cnc1NCc1cc(Cl)ccc1O
→ 0.8	0.2	8	1	5	0	-2.1	-4	1.3

In the list so far, three have a cyano group.
Results follow in this order: Mtb BioA inh	Mtb UGM inh	GDH-TPI counter	Mtb FBA inh	BoNT F protease	CCHFV vOTU inh	FadD28 FP inh	PrPC surface inh	BoNT A protease
[9] N#CCc1ccc(OC(=O)c2cccnc2Cl)cc1
→ -0.1	1.3	2	-1	-3	-7	0.4	2	0.4
[24] Cn1c(-c2ccc(Br)cc2)cnc1NCc1ccc(C#N)cc1
→ 4.4	0.2	3	6	-12	0	1.5	4	-1.6
[27] CC(C)(C)n1nnnc1C(c1cccc(C#N)c1)N1CCCCCC1 (stereo not drawn)
→ 0.4	2.6	9	1	21	12	-0.7	3	0.0

New compounds follow.
Results follow in this order: Mtb BioA inh	Mtb UGM inh	GDH-TPI counter	Mtb FBA inh	BoNT F protease	CCHFV vOTU inh	FadD28 FP inh	PrPC surface inh	BoNT A protease
[31] CCCCn1c(SCC(=O)N2CCCC2)nc2cc(S(N)(=O)=O)ccc21
→ 3.8	0.7	-7	1	-5	5	-3.6	-5	0.2
[32] COc1ccc(NC(=O)NS(=O)(=O)c2ccc(C)cc2)cc1OC
→ 3.5	0.9	-2	-1	-11	3	-1.8	-8	0.0
[33] CC(C)C[C@@H]1Cc2[nH][nH]c(=O)c2[C@H](CCc2ccccc2)O1
→ x	x	x	x	-20	19	x	-6	-0.5
[34] COc1cccc(Nc2nc(-c3cccnc3)cs2)c1
→ -0.4	1.1	8	1	8	-6	-1.1	-8	0.7
[35] O=C(O)C1CN(C(=O)c2ccccc2)c2cc(Cl)ccc2O1 (stereo not drawn)
→ -0.7	4.0	19	7	-13	-11	2.5	11	0.5
[36] Cc1ccc(-c2nnc(COC(=O)c3cccs3)o2)cc1
→ 0.6	0.8	6	2	18	12	-0.7	-4	10
[37] COc1ccc(N2C(=O)CC(NC3CCCCNC3=O)C2=O)cc1 (stereo not drawn)
→ -2.1	0.5	7	0	-9	-4	0.8	1	0.3
[38] CN(Cc1ccccc1)C(=O)COC(=O)C1CCN(S(=O)(=O)c2cccs2)CC1
→ x	-1.1	-2	0	-3	7	-2.0	4	-0.4
[39] CC(C)Cn1c(C23CC4CC(CC(C4)C2)C3)n[nH]c1=S
→ 0.9	-1.6	-4	0	u	-6	-0.4	11	-0.4
[40] CN(C)c1ccc(-c2nc3cc(N)ccc3o2)cc1
→ -1.2	1.7	49*	36*	u	-63	-0.6	5	3.8
[41] Cc1ccc2c(c1)nnn2C1CCN(S(=O)(=O)c2cccc(S(=O)(=O)N(C)C)c2)CC1
→ 0.0	-1.2	-5	-2	-2	10	-2.8	9	0.1
[42] Cc1cc(C)cc(OCC(=O)Nc2cc(NC(=O)COc3cc(C)cc(C)c3)cc(C(=O)O)c2)c1
→ 2.5	1.8	4	-1	34	18	-5.3	-4	-3.8
[43] Cc1ccc(NC(=O)[C@@H](NC(=O)N2C[C@H]3C[C@@H](C2)c2cccc(=O)n2C3)C(C)C)cc1
→ 0.0	-1.6	6	0	-5	-1	-2.4	7	0.7
[44] COc1cc(C(=O)NCC(=O)N2CCN(S(=O)(=O)c3ccccc3)CC2)cc(OC)c1OC
→ x	1.8	5	3	u	-1	-1.8	0	u
[45] COC(CNc1nc(SC)nc2sc3c(c12)CCN(C)C3)OC
→ 0.5	-1.4	-1	22	20	-40	-3.7	-4	-2.1
[46] CC(=O)c1c(C)[nH]c(C(=O)COC(=O)COc2ccccc2)c1C
→ 1.3	-1.5	4	2	3	-7	-1.7	0	3.8
[47] CCCOc1ccc(CN(CCO)CCO)cc1[N+](=O)[O-]
→ x	4.1	3	-2	-2	6	-2.4	-10	-0.1
[48] Cc1cc(C)cc(N2CN=c3s/c(=C\c4ccco4)c(=O)n3C2)c1
→ -1.8	0.4	28	0	30	-7	-1.3	-1	3.1
[49] Cc1cc(C)c(C(=O)NCC2CCCO2)c(C)c1C(=O)NCC1CCCO1 (stereo not drawn)
→ -1.0	0.7	2	2	-5	-12	0.1	-1	-0.9
[50] Cc1ccc(C(=O)NC(C)C(c2cccs2)N2CCOCC2)cc1C (stereo not drawn)
→ 0.5	x	5	4	-1	-4	-2.3	1	-0.8
[51] CCN(CC(=O)Nc1ccc(NC(C)=O)cc1)C(=O)c1cc2ccccc2oc1=O
→ -1.0	-1.9	0	1	0	-6	-2.8	-6	0.0
[52] Cn1cccc1Cc1nnc(SCC(=O)Nc2cccc(Cl)c2)n1-c1ccc(F)cc1
→ 0.3	3.3	-1	1	-6	5	-1.7	-5	-1.1
[53] COC(=O)C(NC(=O)CCc1c(C)nc2ncnn2c1C)C(C)C (stereo not drawn)
→ -0.2	-0.7	3	3	-23	-3	-1.2	5	-3.0
[54] Cc1c(NC(=S)N/N=C\c2ccccc2O)c(=O)n(-c2ccccc2)n1C
→ x	0.5	31*	8	-7	6	-4.6	1	-1.0
[55] COc1cccc(/C=C/C(=O)OCC(=O)Nc2ccc3c(c2)OCO3)c1
→ -1.1	x	14	9	-5	2	-1.2	-4	-0.5
[56] Cc1cccc(NC(=S)NNC(=O)c2ccc(Br)o2)c1
→ 6.2	-0.2	-3	-3	-4	-2	-2.8	-3	0.2

Screening data from PubChem.
